# RT RNaseH block: inhibitors of HIV-1 reverse transcriptase RNase H. RT-RNase H RNA/DNA duplex cleavage, fluorescence. hit rate 1.9% among 65,000. P04585. inhibition, % at 10 µM; in the data active = inhibition above about 50%
# RmlCD inh mix: mixture blocks RmlC and RmlD coupled enzyme activity. RmlC/RmlD coupled enzyme inhibition, 384-well mixture HTS. inhibition, % at 5.5 µM. hit rate 0.39% among 110,000; in the data active = inhibition above about 30%, passing the limit was not always enough; also: strong numbers were not always called active
# Numbers without * were called inactive; . = no result given. An excerpt (hit frequency here may not be typical).
# The first 6 records as a preview:
SMILES,RT RNaseH block,RmlCD inh mix
COc1ccccc1NC(=O)N(Cc1ccco1)Cc1cc2cc(C)cc(C)c2[nH]c1=O,-4.8,-9.3
Cc1nc2ccc(S(=O)(=O)NCC(=O)N(C)Cc3ccco3)cc2s1,-3.0,-11.5
CCN1CC(O)=C(c2nc3ccccc3s2)C1=N,.,-9.9
Cc1nn(Cc2ccc(Cl)cc2Cl)c(C)c1NC(=O)c1ccc(COc2cc(Cl)ccc2Cl)o1,.,7.7
CN1c2ccsc2C(O)=C(C(=O)Nc2ccccc2)S1(=O)=O,.,-6.1
CC1=C(C(=O)Nc2cccnc2)C(c2ccncc2)n2nnnc2N1 (centres undefined),-0.6,5.7

# This part in full (from the top)
SMILES,RT RNaseH block,RmlCD inh mix
COc1ccccc1NC(=O)N(Cc1ccco1)Cc1cc2cc(C)cc(C)c2[nH]c1=O,-4.8,-9.3
Cc1nc2ccc(S(=O)(=O)NCC(=O)N(C)Cc3ccco3)cc2s1,-3.0,-11.5
CCN1CC(O)=C(c2nc3ccccc3s2)C1=N,.,-9.9
Cc1nn(Cc2ccc(Cl)cc2Cl)c(C)c1NC(=O)c1ccc(COc2cc(Cl)ccc2Cl)o1,.,7.7
CN1c2ccsc2C(O)=C(C(=O)Nc2ccccc2)S1(=O)=O,.,-6.1
CC1=C(C(=O)Nc2cccnc2)C(c2ccncc2)n2nnnc2N1 (centres undefined),-0.6,5.7
CCCn1c(N2CCN(Cc3cccc(C)c3)CC2)nc2c1c(=O)[nH]c(=O)n2C,-8.5,15.7
COc1cccc(-c2cnc(NCc3cc(Cl)ccc3O)n2C)c1,0.0,-12.4
CCOC(=O)c1[nH]c(C)c(CCC(=O)OC)c1C,-45.4,-13.5
CCn1c(=O)c(C(=O)CN2CCOCC2)c(N)n(Cc2ccccc2)c1=O,2.1,-15.4
CC(=O)OC1CC(C)(C)N(OC(=O)c2ccc(N)cc2)C(C)(C)C1,5.0,7.9
CCn1cc(C(=O)N2CCCC2)c(=O)c2cc(S(=O)(=O)N(C)C)ccc21,-0.4,-9.4
O=C(CSc1nnc(-c2ccc(S(=O)(=O)N3CCCC3)cc2)n1CC1CCCO1)NC1CC1 (centres undefined),-8.7,-13.3
COc1cccc(N(CC(=O)NCCSc2ccccn2)S(C)(=O)=O)c1,.,-12.8
CCn1c(C(=O)N2CCCC(C(=O)NCCCc3ccccc3)C2)cc2sccc21 (centres undefined),-6.2,7.9
COc1ccc(NC(=O)c2coc3ccccc23)cc1OC,-11.4,-4.4
CC(C)(C)OC(=O)[C@H](Cc1ccccc1)NC(=O)c1[nH]cnc1C(=O)Nc1cccc(Cl)c1,.,-10.9
COc1c(F)cc2[nH]c3c(c2c1F)CCNC3=O,.,-6.0
COC(=O)c1c(NC(=O)C2CC(=O)NN2Cc2ccccc2)sc(C)c1C (centres undefined),.,4.2
O=C(/C=C/c1ccccc1)NCCc1cnc[nH]1,.,-0.6
COc1ccc(-c2csc(Cc3nnc(N4CCOCC4)n3-c3ccccc3)n2)cc1OC,.,6.5
CC1(C)CC(=O)c2sc(NC(=O)C3COc4ccccc4O3)nc2C1 (centres undefined),.,-7.6
Cc1cc(C)cc(NC(=O)C2CCCN(c3nc(C)cc(C)n3)C2)c1 (centres undefined),70.4*,-20.3
Cc1oc2c(CN3CCOCC3)c(O)ccc2c(=O)c1-c1ccccc1,0.8,38.6*
O=C(Cn1c(-c2cscn2)nc2ccccc21)Nc1ccc2ccccc2c1,.,9.2
Cc1noc2ncnc(Sc3ccccc3Cl)c12,.,42.0
COc1cccc(C2CC(=O)N3CN(c4cccc(Cl)c4C)CSC3=C2C#N)c1OC (centres undefined),25.3,-6.9
CCn1cc(C(=O)NCCOC)c(=O)c2ccc(C)nc21,3.6,-10.0
O=C(Nc1ccc(F)cc1)Nc1ccc(Cl)cn1,5.4,1.9
COc1ccc(C2SCC(=O)Nc3c2c(C)nn3-c2ccccc2)cc1OC (centres undefined),.,9.4
O=C(NC1CCS(=O)(=O)C1)c1c(NC(=O)C2COc3ccccc3O2)sc2c1CCCC2 (centres undefined),54.3*,2.3
Cc1ccc(-c2ccc(NC(=O)C3C4C=CC(C4)C3C(=O)O)cc2)o1 (centres undefined),.,-13.6
C=CCOC(=O)CN1C(=O)c2ccccc2C1=O,-51.0,7.2
Cc1nnc(SCC(=O)c2cc(C)n(-c3c(C)n(C)n(-c4ccccc4)c3=O)c2C)s1,-11.9,2.3
N#CC1=C(SCC(=O)c2cc3ccccc3oc2=O)NC(=O)C(C#N)C12CCCC2 (centres undefined),15.8,-3.8
COc1ccc(C2=C(C)CC(C)(C)NC2=O)cc1OC,-21.5,-18.8
O=C(Nc1ccccc1)N1CCc2ccccc21,.,10.7
COc1ccc(NC(=O)COC(=O)CCCc2c[nH]c3ccccc23)cc1,.,-27.1
Cc1ccccc1N(CC(=O)NCCSC1CCCCC1)S(=O)(=O)c1ccccc1,.,-10.0
CSCCC1NC(=O)N(CC(=O)Nc2c(Cl)cc(Cl)cc2Cl)C1=O (centres undefined),.,6.6
COc1cccc(NC(=O)CCS(=O)(=O)c2cccs2)c1,-17.5,-21.0
CCN(CC)C(=O)CC(c1ccc(N(C)C)cc1)c1c(O)cc(OC)cc1OC (centres undefined),.,-1.7
COc1cc(C)ccc1S(=O)(=O)N1CCN(C23CC4CC(CC(C4)C2)C3)CC1,.,3.8
COc1ccc(Cc2nn3c(Cn4nnc5ccccc54)nnc3s2)cc1,6.1,109.7
Cc1cccc2cc(CN(Cc3ccc(F)cc3)C(=O)C(F)(F)F)c3nnnn3c12,.,7.7
COCCn1c(C)cc(C(=O)COC(=O)c2ccc(NC(=O)CC#N)cc2)c1C,.,-20.0
COc1cccc(CN(C(=O)c2cc3ccccc3oc2=O)C2CC2)c1,-1.9,-8.7
Fc1ccc(C(c2nnnn2C2CCCC2)N(Cc2ccco2)CC2CCCO2)cc1 (centres undefined),.,3.7
CCCN(CCC)C(=O)Cn1c(=O)n(CCCCC(=O)NC2CCCC2)c(=O)c2ccccc21,-12.5,-11.2
CCOc1ccc(Nc2ncnc(N)n2)cc1,-6.5,7.4
# (listing goes on)
SMILES,RT RNaseH block,RmlCD inh mix
O=P(CCNCc1ccco1)(c1ccccc1)c1ccccc1,-1.9,-11.3
CC(C)C(=O)Nc1nnc(CCc2nnc(NC(=O)C(C)C)s2)s1,1.8,0.9
O=C(CSc1n[nH]c(-c2cccnc2)n1)Nc1ccccc1,.,-11.4
O=C1N(O)C2(C=CCCC2)/C(=N\O)C12CCCCC2 (centres undefined),-7.8,2.3
CC(C)C[C@H](NC(=O)c1[nH]cnc1C(=O)Nc1ccc(CNC(=O)OC(C)(C)C)cc1)C(=O)OC(C)(C)C,.,55.5
Cn1c2ccccc2n2c(=O)c(=O)n(CC(=O)c3ccc(F)cc3)nc12,.,9.7
CCCC(C)NCC(=O)Nc1ccccc1-c1ccccc1 (centres undefined),.,-6.0
O=C(Oc1ccc([N+](=O)[O-])cc1)c1cc(-c2ccccc2)nc2ccccc12,.,12.6
CC(=O)C1C(=O)NC23CCCCC2C1c1ccccc1O3 (centres undefined),-3.3,-11.3
COCCNC(=O)CN(c1ccccc1OC)S(C)(=O)=O,-13.8,-10.0
Cc1nnc2sc(-c3ccc(NC(=O)c4cccnc4)cc3)nn12,2.5,.
O=C(COc1ccc(Cl)cc1)NCCC1=CCCCC1,.,5.6
Cc1[nH]c2ccccc2c1C(=O)CN1CCC(C(N)=O)(N2CCCCC2)CC1,-4.6,4.0
O=C(/C=C/c1ccccc1)c1ccoc1,.,3.8
Oc1ccc(-c2csc(NCc3ccco3)n2)cc1,2.6,4.3
CC(O)[C@H]1CNC(=O)C(=O)N1CCCCC1CCCCC1 (some centres undefined),.,-2.7
COc1cc(OC)c(-c2nn3c(-c4ccncc4)nnc3s2)cc1OC,-35.4,.
CNC(=S)NNC(=O)COc1ccccc1C,.,-9.3
COc1cccc(-c2cc(C(F)(F)F)nc(-n3cncn3)n2)c1,-1.2,-6.2
COc1ccccc1-n1c(=O)c2c3c(sc2n2c(SC)nnc12)CCC3,-13.9,.
Cc1occc1-c1nnc(SCC(=O)c2cc3ccccc3oc2=O)o1,17.7,-6.4
Cn1c(=O)cc(OCCCC(=O)NCc2ccc3c(c2)OCO3)c2ccccc21,-77.8,8.9
O=C(N/C(=C\c1ccco1)C(=O)N1CCCC1)c1cccs1,.,3.0
CCSc1nnc(C(N)Cc2ccccc2)o1 (centres undefined),.,-0.9
C=CCNC(=O)c1ccc2nc(-c3ccccc3)c(-c3ccccc3)nc2c1,.,15.0
COC(=O)CN(c1ccccc1C)S(C)(=O)=O,-8.4,-24.3
CC(C)n1nc(C(=O)NCCc2ccc(S(N)(=O)=O)cc2)c2ccccc2c1=O,-12.9,6.9
O=c1cc(-c2ccco2)oc2ccc(Cl)cc12,-6.1,8.6
NS(=O)(=O)c1ccc(NC(=O)C2COc3ccccc3O2)cc1 (centres undefined),.,110.3
CCc1nnc(NC(=O)C2Cc3ccccc3CN2S(=O)(=O)c2cccs2)s1 (centres undefined),50.5*,0.1
COc1cccc(C2NC(=O)NC(O)(C(F)(F)F)C2C(=O)c2cccnc2)c1OC (centres undefined),-2.8,11.0
O=c1c2ccccc2nc2c3ccccc3c(N3CCOCC3)nn12,8.1,.
CC1=C(C(=O)Nc2ccccc2)C(c2ccc(C(C)C)cc2)N2C(=O)CSC2=N1 (centres undefined),.,-8.8
Brc1cccc(-c2nnc3sc(CN4CCC5(CC4)OCCO5)cn23)c1,1.4,-4.9
Cc1cc(C(=O)CN2C(=O)c3cccc(N)c3C2=O)c(C)n1Cc1cccs1,.,9.2
CC(C)Cn1c(=O)c2c(nc3n2CCCN3CCc2ccccc2)n(C)c1=O,6.0,5.1
COCCn1c(CN2CCC(Cc3ccccc3)CC2)nc2c1c(=O)n(C)c(=O)n2C,7.0,2.3
CC1(C)C(N(O)C(=O)Nc2ccccc2)N(c2cccc(Cl)c2)C(=O)N1O (centres undefined),0.9,5.5
COc1ccc(C2=CC(=O)CCC2)cc1,.,9.9
CN1CCC(=NNC(=O)C(=O)NCc2ccccc2)CC1,.,-18.1
Cc1noc(C)c1C(=O)Nc1ccc(F)cc1F,.,2.3
C=CCn1c(SCC(=O)NC(=O)NC2CCCC2)nnc1C1CCCCC1,-3.6,3.6
Clc1cccc(-c2ccc(/C=N/n3cnnc3)o2)c1,-34.9,7.4
O=C(NCc1nc2ccccc2[nH]1)C1=C[C@H](C2CCCCC2)C[C@H](OCc2ccc(CO)cc2)O1,.,-1.5
COc1ccc(C(O)(C(=O)NNc2ccc(C)cc2)c2cccs2)cc1 (centres undefined),.,6.1
C=CCn1c(SCc2ccc(C#N)cc2)nnc1-c1ccccc1,.,-8.7
CCC(=O)N1CC2(CC(c3cccc([N+](=O)[O-])c3)=NO2)C[C@H]1C(=O)NCC(N)=O (some centres undefined),.,-5.3
COC(=O)NNC(=O)c1cccc(C)c1,.,3.6
O=C1CCCN1C(=O)c1cncc(Br)c1,.,84.7
CCOC(=O)N1CCN(c2nc(C)c3c(n2)CCCC3=O)CC1,-9.0,-172.9
# Continuation:
SMILES,RT RNaseH block,RmlCD inh mix
CCOc1ccc(Nc2nc3c(c(=O)[nH]2)CCC3)cc1,-4.3,2.6
O=c1cc(-c2ccccc2)[nH]n1-c1nc2ccccc2[nH]1,24.8,-15.6
Cc1ccc(C)c(NC(=S)NCc2ccc3[nH]c4c(c3c2)CCCC4)c1,.,-11.9
Cc1ccc(C)c(-n2nnnc2SCC(=O)Nc2c(C)n(C)n(-c3ccccc3)c2=O)c1,.,-14.0
Cc1cccc(OCc2nc(C#N)c(NCc3ccc4c(c3)OCO4)o2)c1,-72.2,6.3
O=C(Cc1csc(Nc2nc(=S)[nH]c3ccccc23)n1)NCc1ccc(Cl)cc1,.,29.1
O=C(CNC1=NCCC1)c1ccc2c(c1)OCCO2,4.0,-13.4
Cc1ccc(/C=C(\C#N)C(=O)Nc2c(C)cccc2C)s1,.,-9.3
O=C(CSc1nnc(-c2ccco2)o1)NC1CCCCCC1,-4.5,-4.1
CCCCC1=CC2=C(c3ccco3)C(=O)C(C)(OC(=O)c3ccc(OC)cc3)C(=O)C2=CN1Cc1ccc(OC)cc1 (centres undefined),.,1.2
CCC(c1nnc(SCC(=O)NC23CC4CC(CC(C4)C2)C3)o1)N(C)C (centres undefined),.,-4.5
CCC1CCCCN1C(=O)c1c[nH]c2ccc(S(=O)(=O)N(C)c3ccc(Cl)cc3)cc2c1=O (centres undefined),.,-1.8
O/N=C1/CCSc2ccccc21,3.4,-7.4
CC(=O)N1CCN=C1SCc1cccc(C(F)(F)F)c1,-36.1,2.2
Cn1c(=O)oc2cc(S(=O)(=O)N3CCCC(C(=O)NCCN4CCOCC4)C3)ccc21 (centres undefined),-0.9,-0.8
COc1ccc(-c2cnc(SCC(=O)Nc3ccc4c(c3)OCO4)n2Cc2ccco2)cc1,-29.1,.
CCCC[C@@H]1CCCO[C@@](C(=O)NCc2ccccn2)(C(F)(F)F)C1,.,1.9

# A draw from above in order of length of the SMILES, largest number first.
SMILES,RT RNaseH block,RmlCD inh mix
CCCCC1=CC2=C(c3ccco3)C(=O)C(C)(OC(=O)c3ccc(OC)cc3)C(=O)C2=CN1Cc1ccc(OC)cc1 (centres undefined),.,1.2
CCC1CCCCN1C(=O)c1c[nH]c2ccc(S(=O)(=O)N(C)c3ccc(Cl)cc3)cc2c1=O (centres undefined),.,-1.8
Cn1c(=O)oc2cc(S(=O)(=O)N3CCCC(C(=O)NCCN4CCOCC4)C3)ccc21 (centres undefined),-0.9,-0.8
COc1ccc(-c2cnc(SCC(=O)Nc3ccc4c(c3)OCO4)n2Cc2ccco2)cc1,-29.1,.
O/N=C1/CCSc2ccccc21,3.4,-7.4

# High-throughput results (PubChem)
